# Wnt act: activators of Wnt/beta-catenin signaling | Wnt/beta-catenin reporter cell assay, activator, plate reader | activation, % at 9.35 µM | 300,000 tested, 1.2% active | AID 743398; in the data active = activation above about 30%, passing the limit was not always enough; inconclusive = no clear call, values can overlap the other calls;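 note: 0% = neutral control wells and 100% = positive control wells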
# Rtt109 HAT inh: C. albicans Rtt109 histone acetyltransferase inhibition. purified Rtt109/Vps75, ThioGlo CoA-SH fluorescence, 4 h. 330,000 tested, 0.16% active. AID 540336. inhibition, % at 34.9 µM;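 active = inhibition of at least 50% in every replicate; inconclusive = best replicate reaches 50% inhibition but some replicates fall short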
# Target sequence (Q5AAJ8 whole entry, looked up): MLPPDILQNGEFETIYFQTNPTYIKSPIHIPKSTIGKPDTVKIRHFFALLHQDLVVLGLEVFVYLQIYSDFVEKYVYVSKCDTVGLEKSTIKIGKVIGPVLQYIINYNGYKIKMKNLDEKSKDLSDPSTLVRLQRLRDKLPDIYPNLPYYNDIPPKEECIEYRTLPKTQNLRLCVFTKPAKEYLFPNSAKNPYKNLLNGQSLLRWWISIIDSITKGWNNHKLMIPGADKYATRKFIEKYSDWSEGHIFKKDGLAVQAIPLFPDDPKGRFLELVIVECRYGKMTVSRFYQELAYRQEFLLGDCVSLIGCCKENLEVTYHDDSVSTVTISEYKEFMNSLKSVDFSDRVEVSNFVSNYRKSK
# SR-BI uptake up: SR-BI HDL lipid transfer activation. CHO ldlA[mSR-BI] cells, DiI-HDL uptake fluorescence, 3 h; 100 = double the neutral-control signal. activation, % at 12.5 µM. 320,000 tested, 0.096% active;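 active = mean replicate activation of at least 60% and every replicate at or above 60%; inconclusive = mean or all-replicate condition met, but not both; inactive = mean below 60% and not all replicates reaching 60%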;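 note: 0% = median plate neutral-control signal and 100% = twice that signal; values of inactives mirror those of a sister screen read the other way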
#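 Test system: SR-BI-overexpressing, LDLR-lacking CHO cells; Also added: labelled HDL, 10 µg/mL; Measured by: bottom-read cell fluorescence after medium removal, ex 550/em 595 nm; Timing: 3 h uptake period with compound, 37 °C; Buffer or medium: F12, 0.5% BSA, 25 mM HEPES; Doses: single compound concentration, delivered by pin transfer.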
# dFosB act: activators of mouse delta FosB homodimer | P13346 | purified delta FosB, TAMRA-CDK5 oligo fluorescence polarization; percent of positive-control signal above neutral wells | activation, % at 25 µM | 340,000 tested, 0.99% active | AID 493131;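 active = mean activation above about 17%, with every replicate also reaching it, limit read from the data, passing the limit was not always enough; inconclusive = only one of the two conditions met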;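 note: fluorescence polarization rise as delta FosB binds a TAMRA Cdk5 AP-1 oligo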
# Target sequence (P13346 whole entry, looked up): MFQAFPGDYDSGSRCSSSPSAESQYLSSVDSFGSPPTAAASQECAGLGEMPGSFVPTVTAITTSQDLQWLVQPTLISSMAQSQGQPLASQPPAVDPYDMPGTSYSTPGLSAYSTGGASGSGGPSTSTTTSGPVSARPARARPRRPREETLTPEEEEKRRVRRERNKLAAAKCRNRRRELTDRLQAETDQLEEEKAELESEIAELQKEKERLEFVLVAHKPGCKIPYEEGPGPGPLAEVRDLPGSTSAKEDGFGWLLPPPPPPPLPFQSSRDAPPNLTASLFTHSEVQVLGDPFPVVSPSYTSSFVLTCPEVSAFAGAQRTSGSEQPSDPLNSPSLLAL
# SR-BI HDL uptake: mouse SR-BI HDL lipid transfer inhibition. Q61009. ldlA[mSR-BI] CHO cells, DiI-HDL uptake fluorescence, 3 h. inhibition, % at 12.5 µM. 320,000 tested, 0.96% active;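 active = mean replicate inhibition of at least 70% and a set share of replicates each scoring 70 or more; inconclusive = meets just one of the two criteria; inactive = fails both criteria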;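 note: 0% = median of neutral control wells and 100% = median of positive control wells; values of inactives mirror those of a sister screen read the other way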
# MITF act: MITF TRPM1 promoter activation in melanoma cells; SK-MEL-5 TRPM1-promoter luciferase, 24 h; % of positive control, neutral wells = 0; activation, % at 12.5 µM; 300,000 tested, 0.75% active; AID 588334;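 active = mean activation of at least 80% with every replicate also reaching 80%; inconclusive = mean reaches 80% but some replicate falls short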;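 note: 0% = neutral control wells and 100% = parthenolide positive control wells; values of inactives mirror those of a sister screen read the other way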
# PvdQ acylase: blocks Pseudomonas aeruginosa PvdQ acylase activity. 340,000 tested, 0.063% active. AID 488965. inhibition, % at 10 µM. purified PvdQ acylase, fluorescence plate reader; in the data active = inhibition above about 30%, passing the limit was not always enough; inconclusive = no clear call, values can overlap the other calls;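 note: 0% = vehicle neutral wells and 100% = reference inhibitor wells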
# CDK5 p35 inh: CDK5/p35 (human) kinase inhibition; Recombinant CDK5/p35, ADP-Glo luminescence, 60 min; inhibition, % at 10 µM; 330,000 tested, 0.01% active; AID 488839;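 active = highest replicate inhibition of at least 50% and at least 75% of replicates reaching 50%; inconclusive = only one of the two criteria met; inactive = both criteria failed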;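 note: plate controls were DMSO neutral control for no effect and GW8510 at 10 µM for full effect; many of its hits are not listed in these tables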
# RTF Ca sens act: cardiac RTF calcium sensitization | P19429+P45379 | IANBD-labeled TnC RTF fluorescence at EC20 calcium; 0% EC20 calcium, 100% full calcium | activation, % at 7.2 µM | 340,000 tested, 0.24% active | AID 493008;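 active = activation above the mean over all tested compounds plus 3 SD, cut at about 30% in these data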;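 note: rise in fluorescence read as greater calcium sensitivity of cardiac thin filaments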
# HTR5A ag: activates human HTR5A in OPRM1-OPRD1 agonist counter-screen; 340,000 tested, 0.61% active; activation, % at 9.3 µM; AID 504692; P47898; HTR5A agonist assay, luminescence, cell-based; in the data active = activation mostly above about 9.5%, no sharp cut-off; inactive = mostly below about 7.6%;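 note: 0% = cells with vehicle only and 100% = reference agonist; strong numbers were not always called active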
# Target sequence (P47898 whole entry, looked up): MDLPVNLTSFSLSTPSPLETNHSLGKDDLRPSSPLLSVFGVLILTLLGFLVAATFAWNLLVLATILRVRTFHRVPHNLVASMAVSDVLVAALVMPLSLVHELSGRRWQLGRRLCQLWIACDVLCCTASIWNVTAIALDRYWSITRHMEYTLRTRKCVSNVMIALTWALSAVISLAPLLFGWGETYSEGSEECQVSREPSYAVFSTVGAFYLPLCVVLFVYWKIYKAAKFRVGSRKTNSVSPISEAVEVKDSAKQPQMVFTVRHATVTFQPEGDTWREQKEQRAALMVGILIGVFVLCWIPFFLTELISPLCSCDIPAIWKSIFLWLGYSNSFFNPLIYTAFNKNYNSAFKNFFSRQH
# * marks the source's active call; other numbers are inactive results; ? = inconclusive; . = not tested or not shown.
# Preview:
SMILES,Wnt act,Rtt109 HAT inh,SR-BI uptake up,dFosB act,SR-BI HDL uptake,MITF act,PvdQ acylase,CDK5 p35 inh,RTF Ca sens act,HTR5A ag
N#CCSc1nnc(Cc2cccs2)n1C1CCCCC1,-7,1,-2,-4,2,14,5,0.4,-3,-2
CCCOC1CCCN(C(=O)c2ccc(OC)c(OC3CCN(C(C)C)CC3)c2)C1 (stereo unspecified),1,-13,15,-7,-15,5,-13,-0.3,3,2
CC(=O)NC1CCN(CC(=O)Nc2nccs2)CC1,1,-11,-16,8,16,0,-14,-0.2,3,-1
COc1ccc(S(=O)(=O)N(C)CC(=O)N2CCN(Cc3ccccc3)CC2)cc1C,.,0,-13,-12,13,-7,-15,0.2,0,3
CC(C)(C)c1ccc(C(=O)Nc2nnc(Cc3c[nH]c4ccccc34)s2)cc1,-1,-1,-7,3,7,-11,-1,-0.8,-2,21*
COc1ccc(CNC(=O)c2ccc(Br)s2)cc1OC,-1,-8,4,3,-4,5,-1,-1.8,-3,5

# This part in full, repeating the preview:
SMILES,Wnt act,Rtt109 HAT inh,SR-BI uptake up,dFosB act,SR-BI HDL uptake,MITF act,PvdQ acylase,CDK5 p35 inh,RTF Ca sens act,HTR5A ag
N#CCSc1nnc(Cc2cccs2)n1C1CCCCC1,-7,1,-2,-4,2,14,5,0.4,-3,-2
CCCOC1CCCN(C(=O)c2ccc(OC)c(OC3CCN(C(C)C)CC3)c2)C1 (stereo unspecified),1,-13,15,-7,-15,5,-13,-0.3,3,2
CC(=O)NC1CCN(CC(=O)Nc2nccs2)CC1,1,-11,-16,8,16,0,-14,-0.2,3,-1
COc1ccc(S(=O)(=O)N(C)CC(=O)N2CCN(Cc3ccccc3)CC2)cc1C,.,0,-13,-12,13,-7,-15,0.2,0,3
CC(C)(C)c1ccc(C(=O)Nc2nnc(Cc3c[nH]c4ccccc34)s2)cc1,-1,-1,-7,3,7,-11,-1,-0.8,-2,21*
COc1ccc(CNC(=O)c2ccc(Br)s2)cc1OC,-1,-8,4,3,-4,5,-1,-1.8,-3,5
Cn1nnc(NC(=O)COc2ccc(C3CCCCC3)cc2)n1,.,-3,14,-5,-14,3,-12,0.1,0,-4
O=C1CCC(C(=O)Nc2cccc3ccccc23)N1 (stereo unspecified),.,-4,12,-2,-12,3,-3,0.5,1,5
COC(=O)CSc1nnc(-c2cnccn2)n1C,.,6,21,-6,-21,-3,-8,-0.2,2,-1
COc1ccc(N(CC(=O)N/N=C/c2cccc(OC)c2OC)S(=O)(=O)c2ccccc2)cc1,0,.,-31,0,31,-5,-16,0.1,2,2
COCCCNC(=O)C1Cc2cc(S(=O)(=O)N3CCCC3)ccc2N1C(C)=O (stereo unspecified),-1,0,14,1,-14,-2,-13,1.9,3,-1
COc1ccc(NC(=O)c2cc(S(=O)(=O)N3CCCC3)oc2C)cc1,-2,4,-8,-2,8,-7,2,1.3,-7,2
COC(=O)CCN(C(=O)c1ccc([N+](=O)[O-])cc1)c1ccccn1,5,6,5,-5,-5,-6,-27,1.3,17,-5
O=c1nc2ccc(Cl)cn2c2ccc(S(=O)(=O)N3CCOCC3)cc12,-4,-422,10,-12,-10,0,-20,0.4,2,12
COc1cc(/C=N/n2c(-c3ccccc3)n[nH]c2=S)cc(OC)c1O,2,-14,-5,-8,5,9,-1,2.0,2,-2
COc1cc(C(=O)N2CCc3ccccc32)ccc1OCc1c(C)noc1C,-3,1,.,-13,.,-10,-8,2.6,2,1
CCc1ccc(CC)c(S(=O)(=O)Nc2ccc(C(=O)O)c(O)c2)c1,.,14,21,-7,-21,-8,0,-0.4,-1,-12
C/C(=N\NC(=O)c1ccc(N2CCCC2=O)cc1)c1ccccc1,-1,-11,.,-3,.,20,-14,0.0,-1,1
O=C(NNC(=O)c1ccc2ccccc2c1O)Nc1ccc(F)cc1,-3,-14,.,8,-4,4,-8,-0.5,1,9
CC(C)N(Cc1ccccc1)C(=O)COC(=O)c1cc[n+]([O-])cc1,-2,-5,8,0,-8,1,-6,0.9,-3,-1
COc1ccc(OC)c(NC(=O)C(CC(=O)O)Cc2ccc(Cl)cc2)c1 (stereo unspecified),0,-6,1,7,-1,-5,-2,1.6,-3,6
Cc1c(Cc2ccccc2)c(=O)oc2cc(OCC(=O)NCC3CCC(C(=O)O)CC3)ccc12 (stereo unspecified),-2,-3,-5,4,5,2,7,0.0,3,11
CCOc1ccc2nc(Cl)c(CN(C(=O)c3cnccn3)C3CCCC3)cc2c1,-1,-2,-13,-8,13,0,-4,0.8,9,0
Cc1ccc2c(CN(C)Cc3ccc(OC(F)F)cc3)cc(=O)oc2c1C,-1,4,.,-11,.,-1,-11,0.2,5,-1
CC(C)(C)n1nnnc1C(c1cccs1)N(Cc1cccnc1)Cc1ccco1 (stereo unspecified),.,9,12,-10,-12,-8,-12,.,-3,5

# 6 structures from above, sorted by number of heavy atoms, high to low.
SMILES,Wnt act,Rtt109 HAT inh,SR-BI uptake up,dFosB act,SR-BI HDL uptake,MITF act,PvdQ acylase,CDK5 p35 inh,RTF Ca sens act,HTR5A ag
COc1ccc(N(CC(=O)N/N=C/c2cccc(OC)c2OC)S(=O)(=O)c2ccccc2)cc1,0,.,-31,0,31,-5,-16,0.1,2,2
Cc1ccc2c(CN(C)Cc3ccc(OC(F)F)cc3)cc(=O)oc2c1C,-1,4,.,-11,.,-1,-11,0.2,5,-1
COc1ccc(NC(=O)c2cc(S(=O)(=O)N3CCCC3)oc2C)cc1,-2,4,-8,-2,8,-7,2,1.3,-7,2
N#CCSc1nnc(Cc2cccs2)n1C1CCCCC1,-7,1,-2,-4,2,14,5,0.4,-3,-2
COc1ccc(CNC(=O)c2ccc(Br)s2)cc1OC,-1,-8,4,3,-4,5,-1,-1.8,-3,5
CC(=O)NC1CCN(CC(=O)Nc2nccs2)CC1,1,-11,-16,8,16,0,-14,-0.2,3,-1

# (listing goes on)
SMILES,Wnt act,Rtt109 HAT inh,SR-BI uptake up,dFosB act,SR-BI HDL uptake,MITF act,PvdQ acylase,CDK5 p35 inh,RTF Ca sens act,HTR5A ag
CC(OC(=O)c1cnc2ccccc2n1)c1ccccc1Cl (stereo unspecified),8,3,19,0,-19,13,-2,-0.1,-6,6
COC(=O)Cc1[nH]nc2c1C1(C(=O)N(Cc3ccc(Cl)cc3)c3ccccc31)C(C#N)=C(N)O2 (stereo unspecified),-3,0,12,-6,-12,-1,-13,-0.9,5,0
c1ccc2c(c1)[nH]c1c(N3CCSCC3)ncnc12,-1,-7,26,-8,-26,.,-2,1.1,-1,1
O=C(Nc1cccc([N+](=O)[O-])c1)c1ccc2ccccc2c1O,9,-6,-9,-1,9,3,5,1.4,-5,0
Cc1ccc(NS(=O)(=O)c2cn(C)cn2)cc1,0,-26,32,-2,-32,-2,-4,0.8,-2,1
Cc1ccsc1C1CC(=O)NC2=C1C(=O)CC(C)(C)C2 (stereo unspecified),.,7,-11,-4,11,.,-7,-0.7,-4,-3
CCC(C)c1ccc(NC(=S)N2CCN(C(=O)C3CCCO3)CC2)cc1 (stereo unspecified),1,0,.,0,-8,-9,-6,-1.2,-5,-2
Cn1c(=O)c2c(nc(N/N=C/c3cccs3)n2Cc2ccc(Br)cc2)n(C)c1=O,.,-3,4,-14,-4,-2,-9,-0.7,2,-4
Cc1cc(C)n2c(SCC(=O)Nc3ccc(F)cc3)nnc2n1,-1,-12,1,0,-1,-7,?,-1.9,-5,-4
O=C(O)c1cnn2c(C(F)(F)F)cc(-c3ccccc3)nc12,1,5,20,7,-20,-43,0,-0.4,6,6
COc1cc(/C=N/Nc2nc(C)cc(C)n2)ccc1OC(=O)c1ccco1,.,4,5,-3,-5,1,0,-3.6,3,5
COC(=O)C1(C)NC(c2ccc(F)cc2)C2C(=O)N(c3ccccc3)C(=O)C21 (stereo unspecified),0,-1,30,7,-30,-2,24,4.4,-3,4
OC(CN1CCOCC1)Cn1c2c(c3ccccc31)CCCC2 (stereo unspecified),1,3,-23,-4,23,7,-5,1.9,-2,3
Cn1c(Cn2c(=O)sc3ccccc32)nnc1SCC(=O)Nc1cccc(Cl)c1,2,-9,-1,-4,1,-9,-11,-0.4,7,1
COc1ccc(-c2cc3nc4c(c(N5CCC6(CC5)OCCO6)n3n2)CCC4)cc1,-4,-3,-68,1,68,-2,-6,0.4,-3,1
CCc1noc(C)c1C(=O)Nc1nc2ccc(S(C)(=O)=O)cc2s1,10,0,6,-18,-6,28,-11,0.2,2,-1
COc1ccc(Br)cc1C(=O)Nc1ccc(Cc2ccncc2)cc1,-2,-8,-24,1,24,-8,-7,-1.4,0,3
COc1ccc(S(=O)(=O)N/N=C\c2ccc3c(c2)OCO3)c(OC)c1,-9,-5,6,-7,-6,-4,-6,-0.2,2,1
Cc1nc2ccccc2nc1OCC(=O)N1CCN(c2ccccc2)CC1,.,-23,2,3,-2,-21,1,-0.5,1,2
O=S1(=O)[C@H]2C[C@@H]3C=C[C@@]2(CN1Cc1ccccc1F)O3,1,-2,22,1,-22,1,-12,-1.0,0,18
CC(C)NC(=O)NC(=O)COC(=O)c1ccccc1O,0,-5,8,-6,-8,1,4,1.0,1,7
COc1ccc(NC(=O)CN(C)C(=O)/C=C/c2cn(-c3ccccc3)nc2-c2ccc(C)cc2)cc1,-4,-1,-41,-17,41,1,-2,-0.4,-4,2
CCN1CCN(C(=O)CN(CC)S(=O)(=O)c2ccc3ccccc3c2)CC1,1,10,4,-7,-4,.,-2,1.0,0,1
C#CC(CC)(CC)NC(=S)Nc1cccc(C(C)=O)c1,.,21,-24,-2,24,-8,3,-0.7,-1,2
CSc1ccc(CNc2nnnn2C)cc1,1,-1,-3,-8,3,8,-14,2.5,11,-5
# New compounds follow
SMILES,Wnt act,Rtt109 HAT inh,SR-BI uptake up,dFosB act,SR-BI HDL uptake,MITF act,PvdQ acylase,CDK5 p35 inh,RTF Ca sens act,HTR5A ag
N#Cc1cccc(NC(=O)CC2CCCCC2)c1,3,-3,6,3,-6,14,-11,-2.1,9,-3
Cc1cccc(Oc2ccc(NC(=O)c3ccccc3C(=O)O)cc2)c1C,1,2,-15,-8,15,6,3,-0.4,-1,-2
CCn1ncc([N+](=O)[O-])c1C(=O)N1CCc2ccccc2C1,-2,-17,0,-5,0,2,-10,-0.9,-2,-2
Cc1ccc(NC(=O)c2ncn(CCCN(CCCn3cnc(C(=O)Nc4ccc(C)c(C)c4)n3)Cc3ccc4[nH]ccc4c3)n2)cc1C,-1,-5,-18,77*,18,-7,-4,-0.2,-6,5
CSc1nc(N2CCOCC2)c2c(c1C#N)CC(C(C)C)OC2 (stereo unspecified),0,-7,-28,-3,28,-9,-14,0.9,-6,-2
Cc1cc(=O)n(-c2ccc(C(=O)O)cc2)[nH]1,0,19,24,5,-24,2,-5,-2.2,2,1
